From PubChem
FUS suppressor: rescues growth of FUS-expressing yeast; 390,000 compounds, 0.24% hits; S. cerevisiae FUS-expressing, growth rescue, OD600, 24 h; Potency, µM (highest dose often 76.6 µM), for inactives: at the highest dose growth rescue (activation), hits mostly activators; AID 1347120;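 also: potency is read from the fitted curve at half-maximal effect; plate controls were DMSO vehicle for no effect and reference control for full effect; nearly all actives have a fitted effect of over 55% in size; some results filed as inactive show a strong effect at the top dose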
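Restored growth of FUS-toxic S. cerevisiae, read as 600 nm absorbance after 24 h at 30C in galactose medium (starting OD 0.005). Controls CP55940 and DMSO.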
Abeta yeast res: compounds reversing amyloid beta toxicity in yeast | AID 1347071 | 410,000 compounds, 0.063% hits | yeast expressing A-beta42, growth rescue, OD600, 48 h; response scale: 0% DMSO, 100% iron-clioquinol control | Potency, µM (series often up to 46.1 µM), without a hit: top-dose growth rescue, usual class: activators; also: potency is read from the fitted curve at half-maximal effect; nearly all actives have a fitted effect of over 55% in size
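Growth rescue measured by 600 nm absorbance after 48 h yeast culture at 30 C with compound. Values normalized between DMSO and an equimolar ferric chloride plus clioquinol control.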
PTHR1 agonist: agonists of human PTHR1 parathyroid hormone receptor | HEK293 GP2 PTHR1 cells, GloSensor cAMP luminescence, 1 h | 410,000 compounds, 0.075% hits | Potency, µM (doses to about 115 µM), inactives show at the highest dose activation, hits mostly activators | Q03431; also: potency is read from the fitted curve at half-maximal effect; nearly all actives have a fitted effect of over 55% in size; some results filed as inactive show a strong effect at the top dose; inactives centre near -15; many of its hits are not listed in these tables
Target sequence (Q03431 whole entry, looked up): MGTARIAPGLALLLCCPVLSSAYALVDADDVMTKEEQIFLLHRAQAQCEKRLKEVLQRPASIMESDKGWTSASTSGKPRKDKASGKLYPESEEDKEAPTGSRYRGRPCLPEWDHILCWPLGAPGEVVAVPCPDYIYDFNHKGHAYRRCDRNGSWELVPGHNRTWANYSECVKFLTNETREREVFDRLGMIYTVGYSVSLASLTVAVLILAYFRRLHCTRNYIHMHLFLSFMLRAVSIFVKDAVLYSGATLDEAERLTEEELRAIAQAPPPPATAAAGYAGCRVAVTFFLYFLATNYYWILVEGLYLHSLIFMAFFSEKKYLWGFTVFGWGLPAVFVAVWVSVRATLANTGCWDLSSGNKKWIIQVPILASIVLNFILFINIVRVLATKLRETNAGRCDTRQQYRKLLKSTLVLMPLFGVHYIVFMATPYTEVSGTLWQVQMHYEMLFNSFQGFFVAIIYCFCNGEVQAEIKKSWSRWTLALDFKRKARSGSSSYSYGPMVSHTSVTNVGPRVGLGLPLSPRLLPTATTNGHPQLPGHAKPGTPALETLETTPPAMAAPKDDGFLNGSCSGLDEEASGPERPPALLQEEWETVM
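HEK-293-derived GP2 cells expressing PTHR1 and a GloSensor cAMP reporter, 3,000/well, plated overnight, given luciferin plus IBMX (each 0.5 mM as added) for 1 h at 37 °C, then compound for 1 h at 37 °C. Luminescence was read after 15 min at room temperature.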
pAkt inh: Akt phosphorylation inhibition; Neuro2A IGF-stimulated pAkt S473 HTRF, 20 min; active compounds read low; activity change, % for hits at 50 µM; 360,000 compounds, 0.32% hits; AID 651550; in the data active = activity change below about -80%; inconclusive = mostly about -51% to -80%; also: % is scaled to controls: 0 for no effect and ±100 for the full control effect
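Single-point screen (50 µM final compound) in Neuro2A cells stimulated 20 min with 6 nM IGF at 37 deg C. After lysis, Ser473-phosphorylated Akt read by HTRF (ex 330 nm, em 615/665 nm) as the 665/615 ratio.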
GLP-1R inv ag: GLP-1 receptor (human) inverse agonism; P43220; Potency, µM (series often up to 38.3 µM), for inactives: at the top dose activity change, negative = inhibition, actives largely listed as inhibitors; 410,000 compounds, 1.6% hits; HEK293 GLP-1R CRE-luciferase, luminescence, 24 h; GLP-1R form is constitutively active; also: potency is read from the fitted curve at half-maximal effect; % is scaled to controls: 0 for no effect and ±100 for the full control effect; nearly all actives have a fitted effect of over 55% in size
Target sequence (P43220 whole entry, looked up): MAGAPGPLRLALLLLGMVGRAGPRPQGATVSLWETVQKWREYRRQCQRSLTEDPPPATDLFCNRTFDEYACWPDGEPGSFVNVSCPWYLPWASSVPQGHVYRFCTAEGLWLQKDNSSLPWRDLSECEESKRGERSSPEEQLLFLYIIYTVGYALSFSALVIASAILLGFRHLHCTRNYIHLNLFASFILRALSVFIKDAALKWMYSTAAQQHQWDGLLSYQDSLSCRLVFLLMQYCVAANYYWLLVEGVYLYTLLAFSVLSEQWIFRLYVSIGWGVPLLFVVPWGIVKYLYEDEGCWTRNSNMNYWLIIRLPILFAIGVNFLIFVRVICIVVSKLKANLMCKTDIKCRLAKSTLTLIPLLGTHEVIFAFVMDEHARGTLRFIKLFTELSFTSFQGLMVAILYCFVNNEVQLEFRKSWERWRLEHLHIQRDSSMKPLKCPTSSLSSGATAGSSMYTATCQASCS
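Cells are plated, allowed 12 hours at 37 deg C, then treated with compounds for 24 hr before luciferase detection reagent is added and luminescence is read after 12 min at room temperature. The HEK293 line carries constitutively active GLP-1R with a cAMP-responsive reporter.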
TDP-43 yeast inh: rescues yeast growth from TDP-43 toxicity. TDP-43 expressing yeast growth rescue, BacTiter-Glo, 24 h. Potency, µM (series often up to 46.1 µM), inactives show at the highest dose growth rescue (activation), most hits filed as activators. 410,000 compounds, 1.8% hits. AID 652104; also: potency is read from the fitted curve at half-maximal effect; % of control where 0% means no effect; nearly all actives have a fitted effect of over 50% in size
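Growth rescue of TDP-43-toxic yeast measured as ATP luminescence (BacTiter-Glo). Cells grown to mid-log in raffinose, induced in galactose at OD600=0.02, exposed to compound 24 hr at 30 deg C.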
HEK293 tox: cytotoxicity counter-screen for GLP-1 receptor inverse agonists; HEK293 cAMP-luciferase reporter cells, luminescence, 24 h; Potency, µM (series often up to 38.3 µM), inactives show top-dose activity change, negative = inhibition, usual class: inhibitors; 410,000 compounds, 0.13% hits; AID 624418;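 also: loss of luciferase light is scored as toxicity; potency is read from the fitted curve at half-maximal effect; % is scaled to controls: 0 for no effect and ±100 for the full control effect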
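Compound-treated cells are incubated 24 hr at 37 deg C under 5% CO2 after a 12 hour attachment period, then luciferase detection reagent is added and luminescence is measured following 12 min at room temperature; lowered signal indicates toxicity.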
MmCpn inh: blocks the Methanococcus maripaludis chaperonin Mm-Cpn | 330,000 compounds, 0.031% hits | AID 504842 | Potency, µM (series often up to 76.9 µM), for the others: at the top dose activity, negative = inhibition, actives largely listed as inhibitors | purified Mm-Cpn ATPase, ADP Transcreener TR-FRET; also: potency is read from the fitted curve at half-maximal effect; % is scaled to controls: 0 for no effect and ±100 for the full control effect; nearly all actives have a fitted effect of over 80% in size
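Quantitative HTS used 25 nM Mm-CPN and 10 uM ATP in magnesium/KCl Tris buffer, pH 7.4, with 1 mM DTT. Hydrolysis ran 30 min at 37°C; ADP was read by HTRF.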
aSyn yeast inh: inhibitors of alpha-synuclein toxicity in yeast; Yeast expressing alpha-synuclein, growth rescue, BacTiter-Glo, 24 h; Potency, µM (top dose mostly 46.1 µM), for the others: top-dose growth rescue (activation), hits mostly activators; 370,000 compounds, 0.14% hits; also: potency is read from the fitted curve at half-maximal effect; % of control where 0% means no effect; nearly all actives have a fitted effect of over 65% in size
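Rescue of yeast growth: cells expressing toxic alpha-synuclein, induced in galactose at OD600 0.02, incubated with compound 24 h at 30 C. ATP luminescence quantified growth; inhibitors of toxicity appear as activators.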
* hit, by the source's call; i = inactive; ? = inconclusive; . = no result given; [ ] = another dose, or the depositor's remark. Unless noted, calls follow the shape of the dose curve; as a rule, active = well fitted curve in the direction sought with a large enough effect; inconclusive = small, poorly fitted or top-dose-only effect, or another doubt; inactive = no such curve, though single readings can be large; an effect the other way counts as inactive or inconclusive. An excerpt (hit frequency here may not be typical).

SMILES	FUS suppressor	Abeta yeast res	PTHR1 agonist	pAkt inh	GLP-1R inv ag	TDP-43 yeast inh	HEK293 tox	MmCpn inh	aSyn yeast inh
Cc1ccc(C(CC(=O)Nc2ccc(C)cc2C)N2Cc3ccccc3C2=O)cc1 (stereo not given)	?	2%	i	.	?	11%	2%	.	2%
Nc1nc(CN2CCN(Cc3ccccc3)CC2)nc(N2CCCc3ccccc32)n1	17%	-4%	i	i	6%	4%	-7%	0%	-3%
C/C(=N/OC(=O)c1ccc(C)cc1)c1ccc(N2C(=O)C3CCCCC3C2=O)cc1 (stereo not given)	0%	6%	-46%[inhibitor]	i	3%	4%	-7%	-1%	0%
NC(=O)CC(NC(=O)Cc1ccc(Cl)cc1)c1ccc(NC2CCCC2)c([N+](=O)[O-])c1 (stereo not given)	4%	-1%	i	i	13%	0%	1%	-2%	-7%
COc1ccc(NC(=O)/C=C/c2ccc3c(c2)OCO3)cc1	-28%	-2%	-3%	i	16%	8%	1%	-3%	-6%
Fc1ccccc1OCCCCCN1CCCC1	-23%	26%	i	i	9%	25%	0%	-1%	0%
COc1cccc2cc(-c3nc(Nc4cccc(C)c4C)sc3C)c(=O)oc12	?	?	-7%	.	10µM*	6%[9.22 µM]	1%	.	.
O=C1C(Cc2ccc(O)cc2)NC(=S)N1c1ccccc1 (stereo not given)	26%	-5%	-21%[57.5 µM]	i	0%	-25%	-10%	0%	-14%
CC1CCCN(CCCNC(=O)C2CCCN(c3ncnc4c3nc3n4CCCCC3)C2)C1 (stereo not given)	-18%	-14%	i	i	-4%	0%	-11%	-3%	2%
Cc1cccc(N2C(=O)c3ccccc3C2=O)n1	11%	-4%	0%	i	7%	-27%	-11%	1%	1%
Cc1nc(N(CCO)C2CCCCC2)c2nnn(Cc3ccccc3)c2n1	?	7%	-2%	i	?	7%	7%	1%	8%
CCNC(=S)Nc1sc2c(c1C#N)CCC(C)C2 (stereo not given)	16%	18%	-4%	i	26%	16%	0%	-3%	-22%
O=C(NN1C(=O)C2C3c4ccccc4C(c4ccccc43)C2C1=O)c1ccc(Cl)cc1 (stereo not given)	.	?	i	i	-2%	-7%	12%	2%	-5%
CC(C)NC(=O)c1ccc2sc([C@H]3C[C@H](O)[C@@H](CO)O3)nc2c1	-28%	-15%	-7%	i	28%	14%	-3%	.	-1%
Cc1ccc(C)c(N2CCN(c3cnn(-c4nc5ccccc5s4)c(=O)c3Cl)CC2)c1	-7%	-9%	-41%[inhibitor]	i	2%	6%	-8%	-2%	16%
O=C(O)c1ccc(Cl)c(S(=O)(=O)Nc2ccc(S(=O)(=O)Nc3cccc(Cl)c3)cc2)c1	17%	-2%	-73%[inhibitor]	i	0%	-16%	3%	-3%	11%
COc1ccccc1/C=C/C=N/n1c(-c2cc(-c3ccccc3)n[nH]2)n[nH]c1=S	22%	-13%	-18%	i	126%[activator]	21%	-7%	0%	14%
CC1(Oc2ccccc2)CCN(Cc2csc3ccccc23)C1 (stereo not given)	-14%	-16%	i	i	?	4%	0%	.	9%
Cc1onc(-c2ccccc2)c1C(=O)Nc1ccc(S(=O)(=O)Nc2nccs2)cc1	-22%	-12%	-2%	i	12%	-9%	2%	2%	-3%
CC1CCCCN1CCNC(=O)c1ccc2c(=O)n(Cc3ccc(Cl)cc3)c(=S)[nH]c2c1 (stereo not given)	?	3%	i	i	?	0%	?	-2%	2%
CC(=O)c1ccc(N2CCN(c3ccc(S(=O)(=O)NCCCN(C)C)cc3[N+](=O)[O-])CC2)cc1	18%	3%	-54%[inhibitor]	i	?	10%	1%	0%	-3%
CC(=O)c1ccc(N2CCN(c3ncnc4c3c(-c3ccccc3)cn4-c3ccc(Cl)cc3)CC2)cc1	9%	-3%	-21%	.	12%	21%	1%	.	.
COc1cccc(CNC(=O)C2CCCN(S(=O)(=O)N3CC(C)CC(C)C3)C2)c1 (stereo not given)	9%	29%	-9%	i	?	-5%	6%	0%	11%
Cc1ccc(OCC(O)CN2C(=O)NC(C)(C)C2=O)cc1C (stereo not given)	-12%	20%	-20%	i	-7%	18%	?	1%	-4%
CCc1ccc(NC(=O)C(C)OC(=O)c2ccc(NS(=O)(=O)c3ccc(C)c([N+](=O)[O-])c3)cc2)cc1 (stereo not given)	.	-9%	-52%[inhibitor]	i	0%	5%	?	-5%	-10%
COc1ccc(CC(=O)N(CC2CCCO2)c2nc3ccccc3s2)cc1 (stereo not given)	5%	13%	-5%	i	?	3%	9%	0%	-3%
Cc1ccc(-n2nnnc2SCC(=O)NCCc2ccccc2)cc1C	24%	10%	i	.	?	22µM*	3%	.	.
Cc1ccc(C(=O)Nc2nc(=O)n(C(=O)c3ccccc3Cl)s2)cc1	-17%	4%	-10%	i	?	29%	34%[activator]	-3%	2%
CN(NC(=O)COc1ccccc1)C1=NS(=O)(=O)c2ccccc21	-35%	2%	-8%	i	9%	10%	20%	-2%	0%
COc1cc(O)c2c(=O)c(-c3ccc(O[C@@H]4O[C@H](CO)[C@@H](O)[C@H](O)[C@H]4O)cc3)coc2c1	6%	-6%	-2%	i	93%[activator]	4%	18%	-1%	5%
CN(C)S(=O)(=O)N1CCCN(S(=O)(=O)N(C)C)CC1	-8%	-2%	i	i	4%	-3%	4%	-3%	-1%
O=S(=O)(c1ccc(Br)s1)N1CCN(c2ccccc2)CC1	18%	-6%	i	i	-19%	0%	1%	2%	9%
CN(CC1CCOCC1)C(=O)CC1C(=O)NCCN1Cc1cccc(Oc2ccccc2)c1 (stereo not given)	20%	-3%	-19%	i	2%	15%	2%	0%	-1%
CCN1CCCC1CNC(=O)c1cc2cc(F)ccc2[nH]1 (stereo not given)	6%	-24%	-4%	i	?	2%	-13%	-1%	-7%
CN1CCN(C(=O)CSc2nc(-c3cccs3)ccc2C#N)CC1	-4%	11%	i	i	22%	-4%	53%[activator]	0%	-13%
Cc1cccc(CN2C(=O)c3ccccc3S(=O)(=O)c3ccc(C(=O)NC4CCCCC4)cc32)c1	?	-5%	i	.	-21%	8%	-1%	.	.
CCC1(C)Cc2ccccc2-c2nc3n(c(=O)c21)CC(C(=O)O)S3 (stereo not given)	8%	2%	i	i	2%	-5%	1%	-2%	5%
S=c1[nH]cnc2scc(-c3ccc(Cl)cc3)c12	2%	?	-5%	i	?	?	-28%	-1%	3%
O=C(NCCN1C(=O)S/C(=C\c2ccc(Cl)cc2)C1=O)C1=COCCO1	.	3%	i	i	5%	-9%	17%	-3%	-5%
C/C(=N\N=C(/N)SC1CC(=O)N(c2cccc(Cl)c2)C1=O)c1cccs1 (stereo not given)	2%	-3%	-13%[57.5 µM]	i	-20%	-12%	-10%	0%	14%
CN1CCN(c2ncc(CN3C(=O)c4ccccc4C3=O)s2)CC1	20%	1%	i	i	4%	.	-19%	4%	-6%
CCOC(=O)C1=C(C)N=c2s/c(=C\c3ccc(C(=O)O)cc3)c(=O)n2C1c1ccc(F)cc1 (stereo not given)	11%	-17%	?	i	24%	-15%	-1%	-1%	0%
Cn1c(N)c(C(=O)COC(=O)c2ccccn2)c(=O)n(C)c1=O	14%	-4%	i	i	8%	14%	-11%	0%	-1%
Cc1ccc2c(c1)cc(CN(Cc1cccnc1)C(=O)c1ccccc1)c1nnnn12	-20%	-5%	-77%[inhibitor]	i	1%	5%	-17%	1%	8%
C=CCN=c1scc(-c2ccc(F)cc2)n1/N=C/c1ccccn1	13%	?	-26%	i	?	?	-1%	-3%	-6%
CCCCN(CCCC)C1=Nc2ccccc2N/C1=C(/C#N)C(=O)OCC	7%	10%	i	i	?	15%	7%	0%	18%
CCOC(=O)c1oc2ccc(S(=O)(=O)n3nc(-c4ccccc4OC)cc3N)cc2c1C	-15%	-1%	-18%	.	1%	19%	-10%	.	.
CCCCOc1ccc(N=Cc2cccs2)cc1	17%	-17%	21%	i	-3%	0%	-2%	1%	?
COc1ccc(OCCn2c(=N)n(CCO)c3ccccc32)cc1	15%	-10%	i	i	?	-6%	-21%	2%	-5%
Oc1ccc2ccccc2c1-c1sc(Nc2ccccc2)n[n+]1-c1ccc(F)cc1	?	-6%	i	i	?	-7%	-17%	-2%	-3%
COc1ccc(/C=C/C(=O)Nc2ccccc2)cc1S(=O)(=O)N1CCOCC1	18%	-5%	-94%[inhibitor]	i	0%	6%	-3%	0%	2%
Cc1ccccc1CNC(=O)Cc1csc2ccccc12	3%	2%	i	.	-15%	26%	-4%	.	.
COc1ccc(CN2CCC(N3CCC(C(=O)N4CCOCC4)CC3)CC2)c(F)c1	-16%	-5%	i	i	-13%	18%	-15%	-2%	3%
